RmlCD inh mix: inhibitors of RmlC and RmlD coupled enzymes; inhibition, % at 5.5 µM; RmlC/RmlD coupled enzyme inhibition, 384-well mixture HTS; AID 1532; 110,000 tested, 0.39% active; in the data active = inhibition above about 30%, passing the limit was not always enough; inconclusive = no clear call, values can overlap the other calls; note: strong numbers were not always called active
HIV RNase H inh: inhibitors of HIV-1 reverse transcriptase RNase H. P04585. RT-RNase H RNA/DNA duplex cleavage, fluorescence. inhibition, % at 10 µM. 65,000 tested, 1.9% active; in the data active = inhibition above about 50%
* = called active by the depositor; u = inconclusive; x = not tested or not shown.

Value order: HIV RNase H inh, RmlCD inh mix
> CCOc1cccc(C2C(C(=O)c3ccc(C)o3)=C(O)C(=O)N2c2nccs2)c1 (centres undefined)
  -8.7, 9.0
> O=C(Cc1ccc(-c2ccccc2)cc1)N1CCOCC1
  4.9, 2.7
> COc1ccc(NC(=O)N2CC(C)OC(C)C2)cc1OC (centres undefined)
  1.6, -0.3
> CS(=O)(=O)N1CCN(c2ccc(C(=O)NC3C4CC5CC(C4)CC3C5)cc2[N+](=O)[O-])CC1 (centres undefined)
  x, -6.4
> O=C(CN1C(=O)CSC1=O)Nc1ccc2c(c1)OCCO2
  2.2, 19.7
> COC(=O)c1cn(NC(=O)c2cc(OC)cc(OC)c2)c(=O)c2ccccc12
  x, 1.4
> COc1cc2c(cc1OC)C(C)N(C(=O)Cn1ncc3c1-c1ccccc1OC3)CC2 (centres undefined)
  -14.3, 0.9
> COc1cc(N)c(Cl)cc1NC(=O)c1ccccc1
  1.2, 2.9
> Cc1csc(NC(=O)CSc2nc3ccccc3c(=O)[nH]2)n1
  -24.0, -1.6
> CC(=O)Nc1sc(NC(=O)c2ccc(C)cc2)nc1-c1cccs1
  x, -8.6
> COc1ccc(-c2ccc(SCC(=O)Nc3cc(C)on3)nn2)cc1OC
  -1.0, -8.3
> CCOc1ccc2nc(NC(=O)CS(=O)(=O)c3ccc(C)cc3)sc2c1
  x, 6.1
> COc1cc2c(cc1OC)C(Cc1ccc(O)cc1)N(C)CC2 (centres undefined)
  0.1, x
> CCCC(=O)Nc1ccccc1-c1nnn(CC(=O)Nc2ccc(OCC)cc2)n1
  17.9, 17.2
> CCCCNC(=O)Nc1ccc(C(O)(C(=O)OCC)C(F)(F)F)cc1 (centres undefined)
  2.3, -11.7
> O=C1c2ccccc2C(Nc2ccc(-c3nc4ccccc4[nH]3)cc2)N1Cc1ccco1 (centres undefined)
  7.8, 12.7
> COc1ccc(OC(C)C(=O)N2CCOCC2)cc1 (centres undefined)
  1.5, -15.3
> CCC(=O)NNc1cc(=O)c2c(=O)n(C)c(=O)n(C)c2[nH]1
  x, -11.1
> O=c1c2c(nc3cc(-c4ccc(F)cc4)[nH]n13)CCCC2
  -3.0, 11.0
> COc1ccc(Cc2nnc(NC(=O)Cn3cnc4c3c(=O)n(C)c(=O)n4C)s2)cc1
  x, 3.7

Grouped by structure, the entries above containing an aryl thioether with sulfur outside any ring
Value order: HIV RNase H inh, RmlCD inh mix
> Cc1csc(NC(=O)CSc2nc3ccccc3c(=O)[nH]2)n1
  -24.0, -1.6
> COc1ccc(-c2ccc(SCC(=O)Nc3cc(C)on3)nn2)cc1OC
  -1.0, -8.3

Three entries already listed, arranged by length of the SMILES, low to high.
Value order: HIV RNase H inh, RmlCD inh mix
> Cc1csc(NC(=O)CSc2nc3ccccc3c(=O)[nH]2)n1
  -24.0, -1.6
> CCCC(=O)Nc1ccccc1-c1nnn(CC(=O)Nc2ccc(OCC)cc2)n1
  17.9, 17.2
> COc1cc2c(cc1OC)C(C)N(C(=O)Cn1ncc3c1-c1ccccc1OC3)CC2 (centres undefined)
  -14.3, 0.9

New compounds follow:
Value order: HIV RNase H inh, RmlCD inh mix
> Cc1ccc2cc(CN(C(=O)c3ccncc3)C(C)C)c(=O)[nH]c2c1
  22.8, 6.9
> CC1=NNC(=O)C1C(c1ccc(F)cc1)C(C#N)C#N (centres undefined)
  x, -6.5
> CN(Cc1ccccc1)C(=O)Cn1c(=O)oc2cc(S(=O)(=O)N3CCCC3)ccc21
  x, -6.8
> CCOC(=O)c1ccc(NC(=O)CNC(=O)C23CC4CC(CC(C4)C2)C3)cc1
  x, -9.0
> Cc1cccn2c(=O)c(/C=N/O)c(N3CCCCC3)nc12
  -2.8, 6.3
> Clc1ccc2nc(NC3=NCN(CCN4CCOCC4)CN3)nc(-c3ccccc3)c2c1
  4.7, x
> N#Cc1nc(-c2cccs2)oc1N1CCN(c2ccccc2)CC1
  -22.4, -19.3
> COc1ccc(NC(=O)CCN2CCC(C)CC2)cc1
  -8.5, 3.1
> CC(=O)NNC(=O)CCC(=O)Nc1ccccc1
  x, -9.1
> COc1cc(OC)cc(C(=O)NCCN2CCOCC2)c1
  -3.8, -4.7
> CN(C)c1cc(N)c2c(n1)CCC2 (tested in a mixture with another compound)
  0.2, -5.4
> CCCn1nc2cc(C(=O)NCc3ccc(OC(F)(F)F)cc3)ccc2c1OCC
  x, -75.3
> C=C(COC(=O)CCC(=O)O)CC1CC(O)[C@]2(C)OC3CC4OC5C[C@]6(C)O[C@]7(C)CCC8OC9C[C@]%10(C)OC%11C(C)=CC(=O)OC%11CC%10OC9C[C@@H](C)C8OC7CC6O[C@]5(C)C/C=C\C4OC3CC2O1 (some centres undefined)
  x, 5.8
> Cc1cc(C)nc(N2N=C(C(C)(C)C)CC2=O)n1
  x, 21.4
> CC1(C)CC(=O)c2sc(NC(=O)CCS(=O)(=O)c3ccccc3)nc2C1
  x, -113.7
> O=C(NC1CCCc2ccccc21)c1ccccc1Br (centres undefined)
  x, -4.2
> COc1ccc2c(c1)C(=O)[C@@H](OC(=O)NCc1ccc3c(c1)OCO3)[C@H](c1ccc(OC)c(Br)c1)O2
  x, -105.1
> COC(=O)Cc1ccc(NC(=O)c2ccc(Br)o2)cc1
  -6.8, 17.1
> O=S(=O)(NC1=NCCCCCC1)c1cccs1
  -3.4, -6.7
> O=C(COc1ccc(Cl)cc1)Nc1ccc2oc(-c3ccncc3)nc2c1
  -1.2, 11.8
> COc1cc(-c2nnc(-c3ccco3)o2)ccc1OCc1ccccc1
  -14.0, -49.5
> O=C(Nc1ccccc1)c1ccc(F)c(S(=O)(=O)N2CCOCC2)c1
  -6.0, -10.7
> Cc1ccc(CNC(=O)CCc2ccc(S(=O)(=O)NC3CCCCC3)cc2)cc1
  x, 12.8
> O=C(CCN1CCCCCC1)Nc1ccccc1F
  x, 5.6
> CSCCC(NC(=O)c1ccoc1C)C(=O)O (centres undefined)
  x, 8.7
> CC(C)(C)c1ccc(S(=O)(=O)CCc2ccccn2)cc1
  x, -13.5
> O=c1ccnc(NCCc2ccccc2)[nH]1
  0.8, -7.3
> CSCCC(/C(O)=C(\C#N)c1nc2ccccc2[nH]1)N1C(=O)c2ccccc2C1=O (centres undefined)
  5.3, 3.9
> Cc1cc(C)c(NC(=O)CSc2nnc(-c3ccncc3)n2Cc2ccco2)c(Cl)c1
  3.2, 0.0
> CC(=O)N1CCN(c2ccc(N=Cc3c(O)n(-c4ccc(Cl)cc4)c(=O)[nH]c3=O)cc2)CC1
  11.6, -2.8
> C=CCn1c(CNc2ccccc2)nnc1SCC(=O)N/N=C/c1ccccc1O
  x, -12.3
> Cc1ccc(C(=O)CSc2nsc(C)c2C#N)cc1
  x, 19.7
> COC(=O)CCc1c(C)[nH]c(=S)[nH]c1=O
  0.2, -11.9
> Cc1ncc(S(=O)(=O)c2ccc(Cl)cc2)c(-c2ccccc2)n1
  x, -12.0
> COCCCNC(=O)CC(NS(=O)(=O)c1ccc(Cl)cc1)c1ccc(OC)cc1 (centres undefined)
  x, 6.5
> COCCN(Cc1cc2cccc(C)c2[nH]c1=O)C(=O)c1ccccc1
  -2.0, -3.0
> Cc1ccc(S(=O)(=O)Cn2nnnc2C(C(C)C)N2CCN(C(=O)c3ccco3)CC2)cc1 (centres undefined)
  -3.7, 2.0
> Cc1c(OCc2ccccc2)c(=O)ccn1Cc1ccc(Cl)cc1
  x, 3.1
> O=C(OCCn1cncn1)c1cc2ccccc2oc1=O
  -13.7, x
> COC(=O)COc1ccc(S(=O)(=O)Nc2ccc3c(c2)OCO3)cc1Cl
  2.2, 3.5
> C/C(Cl)=C/CSc1nn2c(=O)c3ccccc3nc2s1
  x, -3.8
> Cc1ccccc1NC(=O)NCC1CCCO1 (centres undefined)
  x, -7.5
> CCC1(COC(=O)Nc2cccc(Cl)c2)COC1
  -3.8, -0.3
> COC(=O)CSc1nnc(CNC(=O)c2cc(OC)c(OC)c(OC)c2)n1C
  -35.6, 0.3
> Cc1ccc(NC(=O)COC(=O)c2ccn(C)n2)cc1
  -4.1, -0.2
> NC(=O)CC(NC(=O)c1ccccc1)c1ccc(NCCOc2ccccc2)c([N+](=O)[O-])c1 (centres undefined)
  x, -10.2
> CCCCCc1ccc(S(=O)(=O)NCCc2ccncc2)cc1
  x, 16.5
> COc1ccccc1-c1cc(C(F)(F)F)n2ncc(S(=O)(=O)c3ccccc3)c2n1
  x, u
> Cc1ccccc1CS(=O)(=O)CCC(=O)NCc1ccccn1
  -23.1, 0.9
> CCCCn1c(SCC(=O)NCc2ccccc2)nc2ccc(N3CCOCC3)cc2c1=O
  40.5, 1.8
> C[C@H]1CC[C@@]2(O[C@H](CCO)C[C@@H](O)[C@@H]2O)O1
  x, -13.0
> Clc1ccccc1-c1nn2c(-c3ccncc3)nnc2s1
  87.2*, 6.1
> Cc1ccc(Cn2c(=N)c(C(=O)NCc3ccco3)cc3c(=O)n4ccccc4nc32)cc1
  8.0, x
> COC(C/C=C/[C@@H](O)COCc1ccccc1)OC
  x, 9.4
> COCCCNC(=O)CC(NS(=O)(=O)c1ccc(F)cc1)c1ccc(OC)cc1 (centres undefined)
  x, 4.5
> CCc1ccccc1N1CC23C=CC(O2)C(C(=O)OC)C3C1=O (centres undefined)
  -10.1, 8.1
> O=C(NCc1cccs1)c1cc2c(s1)CS(=O)(=O)C2
  -8.5, -11.4
> CCC(=O)Nc1cccc(NC(=O)c2ccc3c(c2)OCCO3)c1
  -6.8, -11.1
> COc1ccc(C(=O)Nc2ccc(Cl)cc2C(=O)NCCO)cc1
  -12.1, -9.9
> CCn1c(SCC(=O)c2ccc(C)cc2)nnc1-c1ccncc1
  x, -5.2

Remaining list, next part.
Value order: HIV RNase H inh, RmlCD inh mix
> CC(=O)Nc1cccc(-c2nnc(SCC(=O)N3CCCCC3)n2C)c1
  -6.6, 5.8
> Cc1ccc(S(=O)(=O)N2CCC(C(=O)N[C@@H](C)C(=O)NCC3CCCO3)CC2)cc1 (some centres undefined)
  -4.5, 3.5
> COc1ccc(-c2noc(CCN3C(=O)c4ccccc4C3=O)n2)cc1OC
  -8.2, 3.7
> CCN(CC)c1ccc(N=Cc2c(O)n(-c3cc(OC)ccc3OC)c(=O)[nH]c2=O)cc1
  28.8, 6.3
> CC(=O)Nc1ccc(OCC(=O)c2cc(C)ccc2C)cc1
  x, -6.7
> COc1ccc(N2C(=O)C3CCCN3C2c2ccc(C)o2)cc1 (centres undefined)
  x, -9.3
> CC1CN(c2nc(-c3ccccc3)nnc2-c2ccccc2)CC(C)O1 (centres undefined)
  x, 3.4
> COCCNC(=O)CS(=O)Cc1nc(-c2ccccc2C)oc1C (centres undefined)
  -6.4, -11.4
> Cn1c(=O)c2c(SCC(=O)NCC3CCCO3)nc(-c3cccs3)nc2n(C)c1=O (centres undefined)
  -6.9, x
> NC(=O)N1OCC2COc3ccc4ccccc4c3C21 (centres undefined)
  x, -10.4
> COC(=O)c1ccc(CSc2ccc3nnc(-c4ccccn4)n3n2)o1
  -12.0, -4.4
> O=C(CCN1CCCCC1)c1ccc2c(c1)OCCO2
  -8.8, 3.7
> Cc1c(Br)c([N+](=O)[O-])nn1C(C)C(=O)Nc1c(C)n(C)n(-c2ccccc2)c1=O (centres undefined)
  x, -1.3
> NNC(=O)COc1ncn(-c2ccccc2)n1
  x, -8.9
> O=C(NC1CC2CCC(C1)N2Cc1nnnn1Cc1ccco1)NC12CC3CC(CC(C3)C1)C2 (centres undefined)
  -10.4, -11.4
> Fc1ccc2[nH]c3c(N4CCSCC4)ncnc3c2c1
  -7.9, -1.1
> COc1ccc(NC(=O)COC(=O)[C@@H]2CCCN2C(=O)c2cccs2)c(OC)c1
  x, -8.0
> O=C(OCCNC(=O)c1cc2ccccc2oc1=O)c1cccnc1
  -3.2, 6.5
> O=C(Nc1nnc(-c2ccc(Cl)cc2)o1)c1ccccc1Br
  2.4, 10.2
> CCCOc1ccc(N2C(=O)CC(N3CCN(S(=O)(=O)c4ccccc4)CC3)C2=O)cc1 (centres undefined)
  x, 1.4
> O=C(Cc1cccs1)NCc1cccnc1
  x, -4.0
> O=c1[nH]c(CN2CCN(C/C=C/c3ccccc3)CC2)nc2cc(Cl)ccc12
  3.9, -12.4
> CC(C)(C)c1ccc(C2(C)NC(=O)N(CC(=O)Nc3ccc4c(c3)OCO4)C2=O)cc1 (centres undefined)
  x, -10.2
> Cc1ccc(NC(=O)CSc2nnc(-c3ccc(S(=O)(=O)N4CCOCC4)cc3)n2C)cc1
  -5.1, 7.0
> COc1ccc2nc(NC(=O)CSC3=NCCS3)sc2c1
  -7.3, 7.7
> COc1ccc(OC)c(NC(=O)C(=O)/C=C(\O)c2cc(OC)ccc2OC)c1
  x, -4.6
> O=S(=O)(c1ccccc1)n1nc(-c2ccccc2)nc1NCc1ccco1
  -11.8, -13.9
> CCOc1ccc(/C=N/NC(=O)C(C)N(c2ccc(OC)cc2)S(C)(=O)=O)cc1 (centres undefined)
  x, -5.8
> CCn1c(NC(=O)c2ccccc2)c(-c2cccs2)c(=O)c2ccccc21
  x, -4.2
> COc1ccc(CNC(=O)OCCN2CCN(Cc3ccccc3)CCC2=O)cc1
  x, -0.5
> COc1ccc(CCNC(=O)c2nnn(CC(=O)Nc3ccccc3C)c2N)cc1OC
  -9.9, -9.7
> CC(C)(C)C(=O)Oc1cc(N)n(S(=O)(=O)c2ccccc2)n1
  -14.2, x
> CN(C)/C=N/C(=S)Nc1ccc(F)cc1
  x, 7.6
> CCOC(=O)c1c(NC(=O)c2ccoc2C)sc(C(=O)N(C)C)c1C
  x, -11.3
> CCC(=O)Nc1nc(C)c(C(=O)NC2CCCCC2)s1
  x, -7.2
> CCOC(=O)N1CCC(NC(=O)CSc2cc(=O)n(C)c3ccccc23)CC1
  -24.3, 7.7
> CC1(c2ccc(Cl)cc2)NC(=O)N(CC(=O)NC(=O)NCc2ccco2)C1=O (centres undefined)
  -2.1, -17.3
> O=C1C2C3C=CC(C3)C2C(=O)N1CCc1ccccc1 (centres undefined)
  x, -12.5
> O=S(=O)(NCCSc1nc2ccccc2o1)c1ccccc1
  -56.0, -9.0

High-throughput results deposited in PubChem BioAssay by several laboratories.

Not all compounds are listed (hit frequency here may not be typical).
